NCI-60 one-dose screen, 48 h, at 10 µM unless noted. Numbers give growth in % (100 = growth as untreated, 0 = no growth, -100 = all killed).
SF-539 – SF-539 CNS cancer. AID 1794752. 6.8% of 81,000 active
KM12 – KM12 colon cancer cells; 5% of 82,000 active
SF-268 – SF-268 CNS cancer cells; 3.1% of 82,000 active; AID 1794759
SF-295 – SF-295 CNS cancer cells; 5.6% of 79,000 active
HCT-116 – HCT-116 colon cancer | 7.3% of 82,000 active
SNB-75 – SNB-75 CNS cancer; 5% of 79,000 active
U251 – U251 CNS tumor cells; 5.4% of 80,000 active; AID 1794753
SNB-19 – SNB-19 CNS cancer cells | 2.5% of 81,000 active
HCC-2998 – HCC-2998 colon cancer. 4.7% of 79,000 active
Starred values were filed as active, the others as inactive. How the source made its calls: active means growth percent below 10; inactive means the rest.

Screening CCOc1ccc(Cn2c(-c3nonc3N)nc3ccccc32)cc1OCC returned SF-539 77, KM12 84, SF-268 77, SF-295 87, HCT-116 71, SNB-75 33, U251 104, SNB-19 113 and HCC-2998 107.
For CC1=C[C@H]2C[C@H](C)[C@H]3CC[C@H](C)C4=C3[C@@](O)(OC4=O)[C@@]2(C)C1 the results were SF-539 108, KM12 106, SF-268 99, SF-295 100, HCT-116 107, SNB-75 101, U251 99, SNB-19 99 and HCC-2998 108.
COc1ccc2oc(-c3ccc(Cl)cc3)c(N3CCN(C)CC3)c2c1 was read as SF-539 -6.3*, KM12 -47*, SF-268 37, SF-295 -54*, HCT-116 22, SNB-75 18, U251 20, SNB-19 49 and HCC-2998 -12*.
Screening Cc1cc(O)c(C(C)C)cc1N=Cc1ccc(O)cc1O returned SF-539 95, KM12 78, SF-268 102, SF-295 105, HCT-116 103, SNB-75 105, U251 98, SNB-19 101 and HCC-2998 102.
Nc1ccc(S(=O)(=O)N/N=C/c2ccccc2[N+](=O)[O-])cc1 was read as SF-539 104, KM12 107, SF-268 103, SF-295 109, HCT-116 106, SNB-75 89 and SNB-19 103.
`Cc1cc(CN(Nc2ccccc2)c2ccccc2)cc(C)n1` gave SF-539 111, KM12 96, SF-268 99, SF-295 85, HCT-116 63, SNB-75 93, U251 93, SNB-19 97 and HCC-2998 98.
For NC(=O)c1ccc(F)cc1 the results were SF-539 107, KM12 102, SF-268 109, SF-295 96, HCT-116 104, SNB-75 100, U251 101, SNB-19 100 and HCC-2998 79.
For CN1C(=O)N(C)C2C1NN=c1s/c(=C\c3ccccc3F)c(=O)n12 (centres undefined) the results were SF-539 -24*, KM12 17, SF-268 66, SF-295 15, HCT-116 14, SNB-75 -4.9*, U251 14, SNB-19 24 and HCC-2998 5.1*.
CC(=O)c1sc(-c2ccccc2)cc1N was read as SF-539 97, KM12 104, SF-268 104, SF-295 100, HCT-116 99, SNB-75 99, U251 83, SNB-19 94 and HCC-2998 99.
For O/N=C(\CSc1nnc(-c2c[nH]c3ccccc23)n1-c1ccccc1)c1ccc(Cl)cc1 the results were SF-539 29, KM12 21, SF-268 -49*, SF-295 14, HCT-116 0.7*, SNB-75 48, U251 31, SNB-19 17 and HCC-2998 17.
For O=C1NNC(c2ccccc2)=N/C1=C\c1ccccc1Cl the results were SF-539 120, KM12 100, SF-268 109, SF-295 93, HCT-116 101, U251 91, SNB-19 102 and HCC-2998 115.
CSC1=Nc2c(c(C)c(C)n2CCCC(=O)O)C2=NC(=O)CN12 was read as SF-539 86, KM12 112, SF-268 114, SF-295 122, HCT-116 111, SNB-75 111, U251 107, SNB-19 107 and HCC-2998 118.
`CN1C(=O)[C@H]2c3c(cccc31)[C@H]1C(=O)[C@H](CCC1(C)C)C2(C)C` gave SF-539 112, KM12 111, SF-268 104, SF-295 105, HCT-116 95, SNB-75 89, U251 103, SNB-19 102 and HCC-2998 97.
For Cc1nc2ccccc2[nH]c1=O the results were SF-539 113, KM12 114, SF-268 112, SF-295 115, HCT-116 106, SNB-75 107, U251 105, SNB-19 109 and HCC-2998 110.
Screening CCC(C)(CC(=O)O)CC(=O)O returned SF-539 92, KM12 112, SF-268 118, HCT-116 98, SNB-75 92, U251 92, SNB-19 99 and HCC-2998 105.
`NC1=Nc2ccccc2C(=O)NN1` gave SF-539 108, KM12 109, SF-268 108, SF-295 109, HCT-116 102, SNB-75 104, U251 105, SNB-19 112 and HCC-2998 108.
O=C(Nc1ccc(C(F)(F)F)cc1)Nc1nccnc1OCc1ccc(Cl)cc1 was read as SF-539 106, KM12 89, SF-268 100, SF-295 97, HCT-116 79, SNB-75 104, U251 96, SNB-19 98 and HCC-2998 110.
`CN1C[C@@H](c2ccc(Cl)cc2)[C@]2(NC(=S)N(c3ccc(F)c(Cl)c3)C2=O)[C@@]12C(=O)NC1C=CC=C[C@H]12` (some centres undefined) gave SF-539 104, KM12 95, SF-268 80, SF-295 79, HCT-116 44, SNB-75 64, U251 76, SNB-19 90 and HCC-2998 95.
Screening Cc1ccc(-c2nc(N3CCCN(C(=O)Nc4ccccc4)CC3)c3ccccc3n2)cc1 returned SF-539 99, KM12 94, SF-268 74, SF-295 91, HCT-116 88, SNB-75 75, U251 90, SNB-19 82 and HCC-2998 88.
For CCCCOC(=O)Cn1c(=O)c2nc3cc(-c4cccc([N+](=O)[O-])c4)oc3nc2n(C)c1=O the results were SF-539 87, KM12 102, SF-268 98, SF-295 97, HCT-116 88, SNB-75 81, U251 104, SNB-19 89 and HCC-2998 101.
O=C(CCc1ccccc1)Nc1ccccc1OC(=O)c1ccccc1 was read as SF-539 94, KM12 105, SF-268 101, SF-295 122, HCT-116 110, SNB-75 87, U251 104, SNB-19 93 and HCC-2998 105.
Screening COc1ccc(CN2CCc3c(nc(N)nc3-c3ccccc3)C2=O)c(OC)c1 returned SF-539 80, KM12 89, SF-268 90, SF-295 74, HCT-116 65, SNB-75 91, U251 83, SNB-19 80 and HCC-2998 92.
C/C(=C/Cl)n1cnc2c(Nc3ccccn3)nc(Cl)nc21 was read as SF-539 100, KM12 101, SF-268 99, SF-295 101, HCT-116 88, SNB-75 97, U251 100, SNB-19 100 and HCC-2998 102.
For O=C(CSc1nccc(Nc2ccc(N3CCOCC3)cc2)n1)c1ccc(F)cc1 the results were SF-539 85, KM12 84, SF-268 65, SF-295 89, HCT-116 86, SNB-75 35, U251 84, SNB-19 63 and HCC-2998 92.
Screening O=C1C(Nc2ccccc2)=CC(c2ccccc2)N1c1ccccc1 (centres undefined) returned SF-539 102, KM12 99, SF-268 98, SF-295 84, HCT-116 89, SNB-75 73, U251 93, SNB-19 107 and HCC-2998 107.
For O=Cc1ccccc1OCc1cn(CC(=O)Nc2nc3ccccc3s2)nn1 the results were SF-539 96, KM12 104, SF-268 98, SF-295 103, HCT-116 99, SNB-75 78, U251 99, SNB-19 98 and HCC-2998 103.
CCc1onc(-c2ccc(OC)cc2)c1-c1ccccc1O was read as SF-539 104, KM12 106, SF-268 103, SF-295 110, HCT-116 103, SNB-75 102, U251 102, SNB-19 104 and HCC-2998 111.
Screening CCN1CCN(c2ccc(Nc3ncnc4c3nnn4CCc3cc(OC)cc(OC)c3)cc2)CC1 returned SF-539 96, KM12 99, SF-268 97, SF-295 90, HCT-116 78, SNB-75 80, U251 77, SNB-19 94 and HCC-2998 109.
`Nc1ccc2c(=O)[nH][nH]c2c1` gave SF-539 103, KM12 104, SF-268 106, SF-295 92, HCT-116 102, SNB-75 100, U251 104 and HCC-2998 90.
Screening COc1ccc(-c2cc(C(=O)N3CCN(C(=O)c4ccccc4NCc4ccco4)CC3)nc3cc(-c4ccccc4)nn23)cc1 returned SF-539 108, KM12 115, SF-268 101, SF-295 111, HCT-116 85, SNB-75 94, U251 91 and SNB-19 97.
For Fc1cc(-c2nnc(Nc3ccc(Br)cc3)o2)cc(F)c1F the results were SF-539 102, KM12 101, SF-268 108, SF-295 97, HCT-116 103, SNB-75 93, U251 99, SNB-19 95 and HCC-2998 106.
For O=C(CCn1c[n+](CC(=O)c2ccc(F)cc2)c2ccccc21)Nc1cccc2cccnc12 the results were SF-539 90, KM12 76, SF-268 79, SF-295 99, HCT-116 53, SNB-75 76, U251 79, SNB-19 71 and HCC-2998 87.
Screening COC(=O)c1ccc(Cn2cnc3c(N)ncnc32)cc1 returned SF-539 92, KM12 117, SF-268 114, SF-295 109, HCT-116 104, SNB-75 87, U251 111, SNB-19 104 and HCC-2998 105.
N#Cc1c(-c2ccccc2)nc(SCc2nc3cc(Cl)c(Cl)cc3[nH]2)[nH]c1=O was read as SF-539 107, KM12 100, SF-268 96, SF-295 101, HCT-116 102, SNB-75 98, U251 108, SNB-19 109 and HCC-2998 109.
CN(C)Nc1ncnc2nc[nH]c12 was read as SF-539 95, KM12 111, SF-268 110, SF-295 119, HCT-116 103, SNB-75 80, U251 98, SNB-19 105 and HCC-2998 107.
For c1ccn(CCc2ccncc2)c1 the results were SF-539 116, KM12 103, SF-268 104, SF-295 100, HCT-116 98, SNB-75 106, U251 101, SNB-19 96 and HCC-2998 109.
Screening COc1ccc(-c2noc(N)c2-c2cc(OC)c3c(c2OC)OCO3)cc1 returned SF-539 101, KM12 100, SF-268 106, HCT-116 99, SNB-75 79, U251 95, SNB-19 102 and HCC-2998 111.
For COCCCN1CCN(c2ccccc2OC)CC1 the results were SF-539 111, KM12 113, SF-268 105, SF-295 112, HCT-116 98, SNB-75 96, U251 94, SNB-19 107 and HCC-2998 106.
COc1cccc(C(=O)CSc2nc(-c3ccc(OCc4ccccc4)c(OC)c3)c(C#N)c(=O)[nH]2)c1 was read as SF-539 94, KM12 104, SF-268 97, SF-295 95, HCT-116 100, SNB-75 88, U251 79, SNB-19 71 and HCC-2998 111.
COc1ccc([C@H]2[C@H](C(=O)N(C)C)c3ccccc3C(=O)N2c2ccc(OC)cc2)cc1 was read as SF-539 96, KM12 101, SF-268 96, SF-295 105, HCT-116 96, SNB-75 98, U251 95, SNB-19 104 and HCC-2998 107.
Screening CCN(CC)CCCC(C)Nc1ccnc(/C=C/c2ccc(Cl)cc2)c1 (centres undefined) returned SF-539 -69*, KM12 25, SF-268 9.9*, HCT-116 -10*, SNB-75 -49*, U251 -58*, SNB-19 54 and HCC-2998 -24*.
`COc1cc(C2CC(c3ccc(Nc4ccnc5cc(Cl)ccc45)cc3)=NN2c2ccc(Cl)cc2)cc(OC)c1OC` (centres undefined) gave SF-539 59, KM12 30, SF-268 49, SF-295 29, HCT-116 47, SNB-75 57, U251 52, SNB-19 68 and HCC-2998 55.
For C=C1C(=O)O[C@H]2[C@H]1CC/C(COC(=O)NCc1c[nH]c3ccc(F)cc13)=C\CC[C@@]1(C)O[C@@H]21 the results were SF-539 -53*, KM12 34, SF-268 36, SF-295 61, HCT-116 -87*, SNB-75 26, U251 19, SNB-19 40 and HCC-2998 68.
`CCCc1cc2c(cc1N(C)S(=O)(=O)c1ccccc1)OCO2` gave SF-539 103, KM12 92, SF-268 89, SF-295 103, HCT-116 76, SNB-75 87, U251 98, SNB-19 93 and HCC-2998 105.
For O=C(Nc1ccc2c(c1)C(N1CCOCC1)c1ccccc1-2)C(F)(F)F (centres undefined) the results were SF-539 104, KM12 102, SF-268 91, SF-295 119, HCT-116 100, SNB-75 91, U251 108 and SNB-19 117.

Source: PubChem
